PvdQ acylase = P. aeruginosa PvdQ acylase inhibition. hit rate 0.063% among 340,000. inhibition, % at 10 µM. AID 488965. purified PvdQ acylase, fluorescence plate reader; in the data active means inhibition above about 30%, passing the limit was not always enough;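 further: 0% = vehicle neutral wells and 100% = reference inhibitor wells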
PfHsp90 set2 = growth inhibition of yeast expressing Plasmodium Hsp90. S. cerevisiae expressing PfHsp90, BacTiter-Glo ATP, 48 h; yeast lacking PDR1 and PDR3 efflux regulators. inhibition, % at 9.4 µM. hit rate 0.32% among 310,000;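 active means every replicate shows inhibition above about 80%, whatever the replicate mean, limit read from the data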;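 further: 0% = DMSO neutral controls and 100% = 20 µM radicicol positive controls; yeast relying on Plasmodium falciparum Hsp90 in place of its own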
AddAB inh = less growth of phage-infected E. coli with AddAB | E. coli expressing H. pylori AddAB, absorbance growth | inhibition, % at 11.9 µM | hit rate 0.29% among 330,000 | AID 435030; in the data active means inhibition above about 12%;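 further: 0% = vehicle wells of infected cells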
Wnt act = activators of Wnt/beta-catenin signaling. Wnt/beta-catenin reporter cell assay, activator, plate reader. activation, % at 9.35 µM. hit rate 1.2% among 300,000. AID 743398; in the data active means activation above about 30%, passing the limit was not always enough;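 further: 0% = neutral control wells and 100% = positive control wells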
phage Ecoli inh = E. coli growth loss with phage present. growth absorbance. AID 651602. inhibition, % at 11.9 µM. hit rate 0.26% among 360,000; in the data active means inhibition above about 11%
Tat export inh = E. coli Tat transport inhibition. AID 488895. inhibition, % at 10 µM. hit rate 0.036% among 340,000. E. coli MC4100 TorA-mCherry Tat export, fluorescence;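 active means mean replicate inhibition at least 50% and at least half of replicates individually reaching 50%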;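 further: exported cargo escapes ClpAP degradation while cytoplasmic cargo is degraded and loses fluorescence; 0% = median of neutral control wells and 100% = median of NaSCN control wells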
CAL PDZ FP = inhibitors of human CAL PDZ peptide binding; Q9HD26; purified CAL PDZ, TMR-peptide fluorescence polarization, 1 h; inhibition, % at 20 µM; hit rate 0.02% among 330,000; AID 504414;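 active means highest replicate inhibition of at least 40%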;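 further: plate controls were DMSO neutral control wells for no effect and unlabeled competitor peptide control wells for full effect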
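material = purified tagged CAL PDZ domain construct (CerCALP) | buffer or medium = sodium phosphate/NaCl buffer pH 7.4 with TCEP, IgG, Thesit | reagent = TMR-labelled reporter peptide T*-PRC34 bound in PDZ groove | incubation = 1 h room-temperature incubation prior to read | measured by = fluorescence polarization (mP) | evaluation = percent inhibition from loss of millipolarization | control set = unlabelled peptide and DMSO controls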
DAGLB inh = diacylglycerol lipase beta (human) inhibition | AID 504411 | hit rate 0.059% among 340,000 | HEK293T DAGLB membrane lysate, EnzChek fluorogenic substrate | inhibition, % at 5.17 µM | Q8NCG7; in the data active means inhibition above about 34%;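 further: 0% = enzyme with vehicle and 100% = wells lacking enzyme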
Target sequence (Q8NCG7 whole entry, looked up): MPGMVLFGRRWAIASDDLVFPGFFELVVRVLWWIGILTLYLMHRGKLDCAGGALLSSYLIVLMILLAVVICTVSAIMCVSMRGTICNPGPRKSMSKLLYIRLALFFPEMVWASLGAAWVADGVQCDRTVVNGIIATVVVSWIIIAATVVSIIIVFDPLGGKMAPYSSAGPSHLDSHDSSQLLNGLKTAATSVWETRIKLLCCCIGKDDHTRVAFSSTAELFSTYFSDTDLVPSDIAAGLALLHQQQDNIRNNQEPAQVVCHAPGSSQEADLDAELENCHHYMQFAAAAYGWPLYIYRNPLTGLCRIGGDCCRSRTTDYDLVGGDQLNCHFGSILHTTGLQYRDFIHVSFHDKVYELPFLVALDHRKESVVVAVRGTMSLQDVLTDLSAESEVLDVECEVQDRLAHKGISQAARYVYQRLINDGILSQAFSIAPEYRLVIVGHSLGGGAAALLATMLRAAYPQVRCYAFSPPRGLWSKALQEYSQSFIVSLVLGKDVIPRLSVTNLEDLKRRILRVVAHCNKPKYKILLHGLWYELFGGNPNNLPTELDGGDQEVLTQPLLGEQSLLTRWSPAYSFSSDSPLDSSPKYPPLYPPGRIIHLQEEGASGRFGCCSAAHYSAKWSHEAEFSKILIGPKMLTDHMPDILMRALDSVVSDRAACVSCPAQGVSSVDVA
Ecoli viability = reduces bacterial viability in AddAB counter-screen; hit rate 0.27% among 330,000; inhibition, % at 11.9 µM; E. coli V3065 growth, OD600 absorbance, 18 h;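 active means inhibition above the campaign's mean inhibition across all tested compounds plus 3 SD, cut at about 9.9% in these data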;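 further: uninfected addAB+ strain grown without phage in ampicillin broth; 0% = DMSO wells and 100% = ciprofloxacin 0.95 µg/ml wells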
Rtt109 Vps75 = blocks Candida albicans Rtt109/Vps75 acetyltransferase activity | Q5AAJ8 | AID 540336 | hit rate 0.16% among 330,000 | purified Rtt109/Vps75, ThioGlo CoA-SH fluorescence, 4 h | inhibition, % at 34.9 µM;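 active means inhibition of at least 50% in every replicate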
Target sequence (Q5AAJ8 whole entry, looked up): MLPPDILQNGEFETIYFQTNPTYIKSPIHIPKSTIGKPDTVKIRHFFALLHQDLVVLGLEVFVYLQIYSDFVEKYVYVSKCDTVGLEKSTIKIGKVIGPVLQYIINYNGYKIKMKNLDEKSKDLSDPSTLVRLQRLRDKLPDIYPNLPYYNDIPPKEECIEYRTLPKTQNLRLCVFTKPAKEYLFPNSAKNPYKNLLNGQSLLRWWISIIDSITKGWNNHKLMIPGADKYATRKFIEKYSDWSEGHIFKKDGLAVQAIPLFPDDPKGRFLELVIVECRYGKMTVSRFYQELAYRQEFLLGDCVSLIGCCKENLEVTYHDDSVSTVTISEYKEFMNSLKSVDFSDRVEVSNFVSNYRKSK
Numbers without * were called inactive; x = no result given.

SMILES	PvdQ acylase	PfHsp90 set2	AddAB inh	Wnt act	phage Ecoli inh	Tat export inh	CAL PDZ FP	DAGLB inh	Ecoli viability	Rtt109 Vps75
Cc1cc(OCC(=O)N2CCN(c3cccc(Cl)c3)CC2)c2c(C)c(C)c(=O)oc2c1	-8.2	-24.8	-1.2	-0.6	2.4	0.0	0.2	-2.0	-1.9	-12.6
CC[C@H]1OC(=O)[C@H](C)[C@@H](O[C@H]2C[C@@](C)(OC)[C@@H](O)[C@H](C)O2)[C@H](C)[C@@H](O[C@@H]2O[C@H](C)C[C@H](N(C)C)[C@H]2O)[C@](C)(O)C[C@@H](C)C(=O)[C@H](C)[C@@H](O)[C@]1(C)O	-1.2	0.3	22.4*	0.3	26.9*	38.5	0.1	-2.9	20.2*	9.9
O=C(Nc1ccc(Br)cc1)c1ccccc1CC[N+](=O)[O-]	0.8	x	2.4	3.3	2.1	3.0	0.1	-1.5	0.2	-0.2
O=C(Nc1nccs1)c1cc(S(=O)(=O)N2CCCCC2)ccc1Cl	-15.3	-35.0	1.4	x	0.6	-5.3	0.2	0.5	-1.4	-6.9
O=C(COc1coc(CN2CCN(c3ccccc3F)CC2)cc1=O)NC1CCCC1	-9.6	4.1	-2.0	3.1	3.1	-1.1	-0.6	2.6	2.1	-5.5
CC(NC(=O)Nc1ccc(Cl)cc1)C(c1cccs1)N1CCOCC1 (configuration not stated)	-13.4	-16.9	1.0	3.4	1.9	2.3	-0.5	-1.2	-2.2	-3.4
COc1ccccc1NC(=O)COC(=O)c1ccc(S(=O)(=O)N2CCCCCC2)cc1	7.0	-0.9	-0.2	-8.3	2.6	-14.8	0.1	-1.0	-1.2	9.5
O=C(Nc1nc2ccc(Cl)cc2s1)c1ccc(Br)o1	-8.4	-67.6	5.3	10.2	3.2	-0.3	0.2	-1.5	1.1	-8.2
COc1cccc2sc(NN)nc12	2.9	-37.6	0.4	-1.7	0.5	8.5	-1.0	5.9	-1.5	1.6
O=C(c1ccccc1F)N1CCN(Cc2cccc(Cl)c2)CC1	-9.2	x	-0.1	x	1.9	-5.5	-3.0	-1.0	-1.4	x
COc1ccccc1N(C)S(=O)(=O)c1ccc(C(=O)NCC(c2ccco2)N2CCCCC2)cc1 (configuration not stated)	1.2	6.1	x	-2.5	3.4	0.2	-1.3	-0.1	x	12.8
CC(C)CCN1CC(=O)N2[C@@H](Cc3c([nH]c4ccccc34)C2(C)C)C1=O	-11.6	-5.1	x	0.5	1.7	7.5	-0.2	0.1	x	1.6
S=c1[nH]nc(COc2ccccc2)n1/N=C/C=C/c1ccco1	x	x	1.2	-4.4	-1.3	x	x	x	-0.8	x
O=C(Nc1nc2c(Cl)ccc(Cl)c2s1)C1CC1	-5.2	19.0	2.4	-1.2	2.3	4.7	-1.3	3.4	-0.6	-6.4
CC(=O)N1CCOc2ccc(S(=O)(=O)N3CCN(c4cc(C)ccc4C)CC3)cc21	-2.7	8.1	2.4	-4.1	1.8	5.8	-2.3	0.9	-0.1	1.5
CCn1c(CC(=O)Nc2ccccc2C)nnc1SCC(=O)Nc1nncs1	2.6	5.6	2.9	-1.7	-1.2	-5.3	-0.6	-1.3	-0.8	4.4
CN(C)c1ccc(C(CNS(=O)(=O)c2cccc([N+](=O)[O-])c2)N2CCOCC2)cc1 (configuration not stated)	-9.5	-6.0	1.5	1.7	4.1	12.2	-1.4	3.2	1.5	-1.2
Oc1ccc(/C=N/NC(=S)NC2CC3CCC2C3)cc1 (configuration not stated)	-22.9	-10.0	-0.6	18.5	3.2	11.4	1.0	4.0	-2.2	6.1
O=C(c1ccc(F)cc1)N(Cc1ccccc1)C1CCS(=O)(=O)C1 (configuration not stated)	7.7	x	3.0	x	-4.8	-1.7	0.0	2.6	0.5	-0.4
O=C1CCCC2=C1C(c1ccco1)Nc1ccc3ccccc3c12 (configuration not stated)	-4.0	2.4	-1.4	x	0.5	-2.6	0.3	2.3	2.4	-9.3
O=S(=O)(Nc1cc(C(F)(F)F)ccc1N1CCOCC1)c1ccccc1	3.0	9.0	1.7	-0.5	-0.9	-0.8	-0.5	-4.0	-4.6	-1.3
OCCCN1CCN(CCCOc2ccccc2-c2ccccc2)CC1	-6.5	-8.8	1.9	-5.1	1.8	5.9	-0.6	-1.1	-1.6	1.6
O=C(NC1CCc2ccccc21)c1cc(COc2ccc(F)cc2Cl)on1 (configuration not stated)	-15.7	16.8	0.7	0.5	0.8	-6.1	-3.2	-1.0	0.4	-4.8
c1ccc(OCc2nnnn2-c2ccccc2)cc1	-6.0	0.0	1.4	7.0	6.9	9.3	-2.5	-0.9	-1.0	-4.9
Cc1noc(C)c1C(=O)Nc1ccc(-c2nnc3n2CCCCC3)cc1	-6.1	18.9	1.0	0.2	2.4	8.6	-0.5	-1.0	3.0	5.1

2 of these compounds in another layout.
| SMILES | PvdQ acylase | PfHsp90 set2 | AddAB inh | Wnt act | phage Ecoli inh | Tat export inh | CAL PDZ FP | DAGLB inh | Ecoli viability | Rtt109 Vps75 |
| --- | --- | --- | --- | --- | --- | --- | --- | --- | --- | --- |
| O=C(NC1CCc2ccccc21)c1cc(COc2ccc(F)cc2Cl)on1 (configuration not stated) | -15.7 | 16.8 | 0.7 | 0.5 | 0.8 | -6.1 | -3.2 | -1.0 | 0.4 | -4.8 |
| c1ccc(OCc2nnnn2-c2ccccc2)cc1 | -6.0 | 0.0 | 1.4 | 7.0 | 6.9 | 9.3 | -2.5 | -0.9 | -1.0 | -4.9 |

4 of the compounds above, bar-delimited:
Compound | PvdQ acylase | PfHsp90 set2 | AddAB inh | Wnt act | phage Ecoli inh | Tat export inh | CAL PDZ FP | DAGLB inh | Ecoli viability | Rtt109 Vps75
CN(C)c1ccc(C(CNS(=O)(=O)c2cccc([N+](=O)[O-])c2)N2CCOCC2)cc1 (configuration not stated) | -9.5 | -6.0 | 1.5 | 1.7 | 4.1 | 12.2 | -1.4 | 3.2 | 1.5 | -1.2
Oc1ccc(/C=N/NC(=S)NC2CC3CCC2C3)cc1 (configuration not stated) | -22.9 | -10.0 | -0.6 | 18.5 | 3.2 | 11.4 | 1.0 | 4.0 | -2.2 | 6.1
O=C(c1ccc(F)cc1)N(Cc1ccccc1)C1CCS(=O)(=O)C1 (configuration not stated) | 7.7 | x | 3.0 | x | -4.8 | -1.7 | 0.0 | 2.6 | 0.5 | -0.4
O=C1CCCC2=C1C(c1ccco1)Nc1ccc3ccccc3c12 (configuration not stated) | -4.0 | 2.4 | -1.4 | x | 0.5 | -2.6 | 0.3 | 2.3 | 2.4 | -9.3

Next section:
SMILES	PvdQ acylase	PfHsp90 set2	AddAB inh	Wnt act	phage Ecoli inh	Tat export inh	CAL PDZ FP	DAGLB inh	Ecoli viability	Rtt109 Vps75
COc1cccc(CN(C)C(=O)C23CC4CC(CC(C4)C2)C3)c1	-7.1	13.3	-0.8	-0.2	1.6	6.1	-1.8	-6.5	0.7	7.6
COc1ccc(C(=O)NCCS(=O)(=O)NC2CCCC2)cc1	-3.7	24.2	2.1	-1.5	0.5	4.0	-3.3	1.1	0.8	-9.0
CCOC(=O)Cn1nc(C)c(NC(=O)c2ccc([N+](=O)[O-])c(C)c2)c1C	11.2	x	-0.2	-0.4	1.0	-9.8	1.7	-4.4	0.8	15.1
O=C(c1ncc[nH]1)c1cccs1	-6.2	11.4	4.0	8.6	0.5	3.4	0.2	-0.9	1.0	-1.1
c1ccc(-c2cc(-c3ccccc3)ncn2)cc1	7.2	-8.2	-0.6	13.7	-2.9	-3.2	-0.2	-6.0	-0.4	-4.5
CCCC(=O)Nc1nnc(S(=O)(=O)N2CCCCCC2)s1	0.3	4.9	-0.6	-0.2	2.1	-3.2	-1.0	-0.4	1.0	-4.4
COc1ccccc1-c1nnc(SCC(=O)O)n1-c1ccc(C)cc1	-2.8	11.8	3.7	-5.1	3.0	0.7	-1.5	-0.5	-2.5	5.5
COc1cccc(C2Nc3ccc4ccccc4c3C3=C2C(=O)CC(C)(C)C3)c1OCC(=O)O (configuration not stated)	-8.6	-41.4	-1.8	0.3	0.7	4.1	-2.8	1.8	-5.0	0.4
COc1ccc(OC)c(S(=O)(=O)N2CCC(C(=O)Nc3cc(C)ccc3C)CC2)c1	6.4	-12.1	0.2	x	0.5	-6.4	-0.4	0.6	-0.7	2.0
Cc1ccccc1OCc1occc1C(=O)Nc1cccc(-n2cnnn2)c1	9.5	4.4	-1.9	-3.4	1.8	3.8	-3.4	-3.2	-0.4	10.6
COc1ccccc1NC(=O)N1CCOCC1	-7.1	-0.6	-2.4	0.9	3.8	0.8	-1.3	4.5	-2.5	1.0
CCOc1ccccc1N1CCN(CC(=O)N(C2CCCC2)C2CCS(=O)(=O)C2)CC1 (configuration not stated)	-13.1	-9.1	3.6	-1.1	-1.5	2.7	0.4	4.2	-1.0	-2.9
CCN(C(=O)COC(=O)CCc1ccccc1OC)c1c(N)n(Cc2ccccc2)c(=O)[nH]c1=O	3.7	x	1.7	-2.1	1.2	-11.4	-0.1	0.4	-0.8	2.1
CCCOC(=O)C1[C@H]2C(=O)N(Cc3ccco3)C[C@]23C=C[C@H]1O3 (some centres not stated)	-1.4	x	1.6	-5.7	0.0	-5.2	-0.6	-1.4	-3.3	3.3
COc1ccc(C(C)(C)C)cc1NC(=O)CCCn1c(=O)oc2ccccc21	-16.9	25.8	2.6	-3.8	0.7	-1.6	-0.3	-8.3	0.3	10.4
CCOC(=O)c1cc(N2CCCCC2)nc2ccccc12	-5.5	4.2	x	-5.0	0.6	12.1	-0.1	-7.9	x	5.2
Cc1cccc2nc(CSc3ncccc3C(=O)O)cn12	-3.1	15.2	1.7	-0.9	0.8	-0.6	-1.1	-1.4	0.3	-3.8
CCN(CC)S(=O)(=O)c1ccc(OCC(=O)NC2CCS(=O)(=O)C2)c([N+](=O)[O-])c1 (configuration not stated)	-18.3	12.2	3.4	-0.4	5.5	-7.7	14.7	-0.2	1.9	-2.9
Cc1ccc(S(=O)(=O)NCCCn2ccnc2)cc1	-1.4	12.3	0.9	-0.5	6.7	3.2	1.1	1.0	1.5	-5.4
S=C(NCCc1c[nH]c2ccccc12)NC1CC1	-23.2	-3.9	-1.5	-0.8	3.4	3.2	-0.5	-0.8	-2.2	-4.9
CC(CO)NCC12CC3CC(CC(C3)C1)C2 (configuration not stated)	-15.2	-9.2	-1.9	-1.2	2.0	1.3	-2.0	1.2	-1.3	-4.3
O=C(Nc1nnc(S(=O)(=O)N2CCCCC2)s1)c1cccc(Br)c1	-11.3	-4.1	2.7	x	x	1.8	-0.5	0.6	-0.1	1.5
COc1cc(NC(=O)c2cc3c(=O)n(C)c4ccccc4c3n2C)cc(OC)c1OC	-8.6	-6.3	3.5	-8.1	-0.9	4.5	-0.7	1.2	-0.9	-15.8
CCS(=O)(=O)N1CCC(C(=O)NCCC2=CCCCC2)CC1	-6.8	8.8	0.4	x	1.0	9.2	-1.4	3.8	-0.7	-6.6
COc1ccc(C(C)=O)cc1COc1nc(C)nc2ccccc12	-8.6	4.3	-0.2	-0.7	5.8	3.4	-1.7	0.7	1.7	-4.9
C/C(=N\NC(=O)OC(C)(C)C)c1cccc([N+](=O)[O-])c1	-16.5	-9.4	0.0	x	4.0	-8.9	0.0	0.5	-2.6	5.6
CCN(CC(=O)Nc1ccc(NC(C)=O)cc1)C(=O)c1c(C)nn(Cc2ccc(C)cc2)c1Cl	-3.8	-10.6	x	-2.9	5.3	-2.4	-0.4	-0.5	x	14.2
